Screens deposited in PubChem BioAssay by The Scripps Research Institute Molecular Screening Center.
DAX1 inh-1: inhibits human nuclear receptor DAX1. HEK293 Gal4-DAX1 luciferase reporter, luminescence. AID 504766. 340,000 compounds, 0.99% hits. inhibition, % at 6.75 µM. P51843;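 active = inhibition above the mean over all tested compounds plus 3 SD, cut at about 4.2% in these data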;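 also: 0% = DAX1-transfected cells with DMSO and 100% = empty-vector control cells with DMSO; inhibition shows as a rise in luminescence from relieved DAX1 repression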
Target sequence (P51843 207-470 limits assumed): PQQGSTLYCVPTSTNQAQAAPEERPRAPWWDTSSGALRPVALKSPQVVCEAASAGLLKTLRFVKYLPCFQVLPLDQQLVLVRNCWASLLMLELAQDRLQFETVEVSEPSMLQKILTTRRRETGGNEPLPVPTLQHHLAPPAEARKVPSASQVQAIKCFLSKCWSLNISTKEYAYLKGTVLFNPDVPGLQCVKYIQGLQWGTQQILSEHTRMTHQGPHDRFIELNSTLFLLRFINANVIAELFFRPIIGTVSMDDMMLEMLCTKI
hcDAF12 agonist: activates DAF-12 receptor from parasite H. contortus; HEK293 hcDAF-12 lit1-tk-luc reporter, luminescence; 0% DMSO, 100% Δ7-dafachronic acid; activation, % at 6.8 µM; 370,000 compounds, 1.4% hits; AID 652067;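 active = activation above the mean of all tested compounds plus 3 SD, cut at about 5.5% in these data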;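 also: 100% = response to 3 µM Δ7-dafachronic acid high control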
ADAM10 inh: ADAM10 inhibition, QFRET primary screen | O14672 | recombinant ADAM10, EDANS/DABCYL FRET peptide cleavage, 3 h | inhibition, % at 7 µM | 370,000 compounds, 0.62% hits;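 active = inhibition above a per-campaign cutoff equal to the mean of compounds falling between control-based bounds plus 3 SD, cut at about 20% in these data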;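 also: 0% = DMSO wells while the 100% control is not disclosed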
ADAM17 inh: inhibitors of human ADAM17. recombinant ADAM17, EDANS/DABCYL FRET peptide cleavage. inhibition, % at 6.95 µM. 370,000 compounds, 0.83% hits. P78536;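 active = inhibition above the mean of compounds lying between control limits plus 3 SD, set per campaign, cut at about 8.5% in these data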;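 also: 0% = DMSO-only wells as the low control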
Target sequence (P78536 215-824 limits assumed): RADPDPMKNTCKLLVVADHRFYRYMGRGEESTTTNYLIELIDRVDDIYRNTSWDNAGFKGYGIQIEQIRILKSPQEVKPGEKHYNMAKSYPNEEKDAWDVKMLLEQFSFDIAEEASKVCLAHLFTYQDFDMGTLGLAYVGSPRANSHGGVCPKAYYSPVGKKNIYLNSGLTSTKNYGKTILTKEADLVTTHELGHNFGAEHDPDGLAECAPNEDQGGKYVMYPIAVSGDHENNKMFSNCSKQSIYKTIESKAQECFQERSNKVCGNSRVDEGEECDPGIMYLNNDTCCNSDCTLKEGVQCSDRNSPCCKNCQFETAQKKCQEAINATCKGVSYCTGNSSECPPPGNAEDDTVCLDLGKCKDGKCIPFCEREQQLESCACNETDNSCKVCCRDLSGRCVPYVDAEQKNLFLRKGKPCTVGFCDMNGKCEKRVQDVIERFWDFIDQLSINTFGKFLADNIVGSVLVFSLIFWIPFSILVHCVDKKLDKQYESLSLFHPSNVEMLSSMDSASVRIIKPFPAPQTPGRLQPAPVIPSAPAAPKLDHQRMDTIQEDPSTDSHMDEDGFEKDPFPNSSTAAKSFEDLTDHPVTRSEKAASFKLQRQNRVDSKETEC
sPLA2-III inh: Blocks human group III sPLA2 activity; Q9NZ20; QFRET BODIPY PC-A2 liposome hydrolysis, fluorescence; inhibition, % at 12.2 µM; 370,000 compounds, 0.56% hits;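 active = inhibition above mean plus 3 SD of compounds lying within the high and low control bounds, cut at about 19% in these data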;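 also: 0% = median of test compound wells and 100% = no enzyme DMSO wells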
hgDAF12 agonist: activates the H. glycines DAF-12 receptor ligand-binding domain | 370,000 compounds, 1.8% hits | AID 687014 | HEK293 GAL4-hgDAF12 UAS-luciferase reporter, agonist luminescence; normalized to butyrate control | activation, % at 6.8 µM;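 active = activation above a cutoff set at the mean of all screened compounds plus 3 SD, cut at about 10% in these data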;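 also: 0% = DMSO wells and 100% = sodium butyrate wells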
GAA850 FXN act: frataxin GAA850 promoter activation | HEK293 lucGAA850 FXN promoter luciferase reporter, 24 h; percent of 10 µM SAHA response | activation, % at 6 µM | 360,000 compounds, 0.56% hits | AID 540364;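 active = activation above the average of all compounds screened plus 3 SD, cutoff fixed separately per campaign, cut at about 7.5% in these data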;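 also: 0% = DMSO wells and 100% = 10 µM SAHA wells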
DAX1 inh-2: DAX1 (NR0B1) inhibition, primary screen; HEK293T StAR-luciferase reporter, SF-1/DAX-1 repression relief; inhibition, % at 6.8 µM; 370,000 compounds, 1.1% hits; AID 652010;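 active = inhibition above the mean over all tested compounds plus 3 SD, cut at about 3.6% in these data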;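 also: 0% = DAX-1 cells with DMSO and 100% = cells lacking DAX-1 with DMSO; higher inhibition means more luminescence from relief of DAX-1 repression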
PLCg1 inh: PLC-gamma1 (human) inhibition, primary screen; AID 720700; 370,000 compounds, 0.84% hits; inhibition, % at 12.2 µM; purified PLC-gamma1, fluorogenic substrate, fluorescence; in the data active = inhibition above about 9.5%
ssDAF12 agonist: activators of S. stercoralis DAF-12 nuclear receptor. 370,000 compounds, 1% hits. HEK293 ssDAF-12/GRIP1 lit1-tk-luc reporter, luminescence; % of 3 µM dafachronic acid response. activation, % at 6.8 µM;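 active = activation above the mean over all tested compounds plus 3 SD, cut at about 0.9% in these data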;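 also: 0% = DMSO-only wells and 100% = 3 µM delta7-dafachronic acid wells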
PLCb3 inh: inhibitors of human phospholipase C beta3. Q01970. Purified PLC-beta3, fluorogenic substrate, fluorescence. inhibition, % at 12.2 µM. 370,000 compounds, 0.18% hits. AID 720704; in the data active = inhibition above about 11%;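 also: 0% = median of compound wells on plate and 100% = full blocker control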
Active calls of the source: *.

Results for Cc1nc(N2CCN(C(=O)C3CCCCC3)CC2)c2c3c(sc2n1)CCCC3 ?
hcDAF12 agonist: -2.1; ADAM10 inh: -27; ADAM17 inh: -9; sPLA2-III inh: 3; hgDAF12 agonist: 5.7; PLCg1 inh: -2; ssDAF12 agonist: -1.7; PLCb3 inh: -6

How did N#CC1(NC(=O)COc2cc(F)ccc2[N+](=O)[O-])CCCCC1 do in these assays?
DAX1 inh-1: -0.4; hcDAF12 agonist: -1.1; ADAM10 inh: -1; ADAM17 inh: 3; sPLA2-III inh: -4; hgDAF12 agonist: -0.5; GAA850 FXN act: -1.1; DAX1 inh-2: -1.9; PLCg1 inh: -1; ssDAF12 agonist: -1.1; PLCb3 inh: -2

What do the screens show for `COc1ccc(CC(=O)NNS(=O)(=O)c2ccccc2)cc1OC`?
DAX1 inh-1: 3.0; hcDAF12 agonist: 0.3; ADAM10 inh: 5; ADAM17 inh: 2; sPLA2-III inh: 2; hgDAF12 agonist: -0.9; GAA850 FXN act: 0.7; DAX1 inh-2: -0.4; PLCg1 inh: 7; ssDAF12 agonist: -1.0; PLCb3 inh: 0

What do the screens show for `O=S(Cc1ccc(Cl)cc1)CC(O)COc1ccc(Cl)cc1` (centres undefined)?
DAX1 inh-1: -0.9; hcDAF12 agonist: -2.3; ADAM10 inh: 3; ADAM17 inh: -2; sPLA2-III inh: -13; hgDAF12 agonist: -0.7; GAA850 FXN act: -1.3; DAX1 inh-2: -0.6; PLCg1 inh: -1; ssDAF12 agonist: -1.4; PLCb3 inh: -6

Results for O=C(COC(=O)/C=C/c1ccc2ccccc2n1)NNC(=O)c1ccccc1 ?
DAX1 inh-1: 0.7; hcDAF12 agonist: 4.5; ADAM10 inh: -22; ADAM17 inh: -5; sPLA2-III inh: -9; hgDAF12 agonist: 0.1; GAA850 FXN act: 0.9; DAX1 inh-2: 0.3; PLCg1 inh: -16; ssDAF12 agonist: -0.5; PLCb3 inh: -20

What do the screens show for `Cc1ccc(-c2ccc(SCC(=O)Nc3ccc4c(c3)OCCO4)nn2)cc1`?
DAX1 inh-1: -0.2; hcDAF12 agonist: 1.4; ADAM10 inh: 9; ADAM17 inh: 4; sPLA2-III inh: -15; hgDAF12 agonist: 1.8; GAA850 FXN act: 0.1; DAX1 inh-2: -0.2; PLCg1 inh: 8; ssDAF12 agonist: -0.9; PLCb3 inh: 0

What do the screens show for `C=CCNC(=O)/C(C#N)=C/c1c(N2CCN(c3ccc(OC)cc3)CC2)nc2c(C)cccn2c1=O`?
DAX1 inh-1: -1.4; hcDAF12 agonist: -2.3; ADAM10 inh: -163; ADAM17 inh: -73; sPLA2-III inh: 2; hgDAF12 agonist: -1.7; GAA850 FXN act: 0.3; DAX1 inh-2: -0.6; PLCg1 inh: -32; ssDAF12 agonist: -1.1; PLCb3 inh: -46

How did Cc1nc([N+](=O)[O-])c(Br)n1CC(=O)c1cccc([N+](=O)[O-])c1 do in these assays?
DAX1 inh-1: -0.4; hcDAF12 agonist: -1.5; ADAM10 inh: 0; ADAM17 inh: -1; sPLA2-III inh: -10; hgDAF12 agonist: -0.3; GAA850 FXN act: -3.1; DAX1 inh-2: 0.1; PLCg1 inh: 9.9*; ssDAF12 agonist: -1.7; PLCb3 inh: 6

How did CCC1Sc2ccccc2N(CC(=O)NC2CCCC2)C1=O (centres undefined) do in these assays?
DAX1 inh-1: 0.5; hcDAF12 agonist: -0.2; ADAM10 inh: -6; ADAM17 inh: -5; sPLA2-III inh: -1; hgDAF12 agonist: 0.1; GAA850 FXN act: -1.9; DAX1 inh-2: 0.2; PLCg1 inh: -2; ssDAF12 agonist: -1.0; PLCb3 inh: -2

How did CC(=O)N1N=C(N)SC1(C)C do in these assays?
DAX1 inh-1: 3.0; hcDAF12 agonist: 0.7; ADAM10 inh: -8; ADAM17 inh: -3; sPLA2-III inh: 0; hgDAF12 agonist: -0.8; GAA850 FXN act: -0.6; DAX1 inh-2: 0.1; PLCg1 inh: -2; ssDAF12 agonist: -0.1; PLCb3 inh: -3

How did Cc1ccc(NC(=S)N/N=C/c2ccc([N+](=O)[O-])s2)cc1 do in these assays?
DAX1 inh-1: -2.1; hcDAF12 agonist: -0.6; ADAM10 inh: -3; ADAM17 inh: 11*; sPLA2-III inh: 13; hgDAF12 agonist: -1.6; GAA850 FXN act: 11*; DAX1 inh-2: 0.1; PLCg1 inh: -5; ssDAF12 agonist: -1.6; PLCb3 inh: -18

What do the screens show for `CC(C)(C)NC(=O)C(c1ccc(F)cc1)N(CC1CCCO1)C(=O)c1csnn1` (centres undefined)?
DAX1 inh-1: -1.8; hcDAF12 agonist: 0.1; ADAM10 inh: -2; ADAM17 inh: -1; sPLA2-III inh: -5; hgDAF12 agonist: -1.7; GAA850 FXN act: 0.1; DAX1 inh-2: 0.1; PLCg1 inh: 0; ssDAF12 agonist: -0.9; PLCb3 inh: -1

What do the screens show for `CC(C)(C)C1CCc2onc(C(=O)Nc3ccc4c(c3)OCO4)c2C1` (centres undefined)?
DAX1 inh-1: -0.4; hcDAF12 agonist: 1.4; ADAM10 inh: -4; ADAM17 inh: -2; sPLA2-III inh: -2; hgDAF12 agonist: 2.1; GAA850 FXN act: 1.1; DAX1 inh-2: -0.3; PLCg1 inh: -1; ssDAF12 agonist: -1.1; PLCb3 inh: 1

What do the screens show for `COc1ccc(CCOC(=O)c2ccc(NC(=O)CC#N)cc2)cc1`?
DAX1 inh-1: 0.5; hcDAF12 agonist: -2.0; ADAM10 inh: 7; ADAM17 inh: -1; sPLA2-III inh: -54; hgDAF12 agonist: -1.6; GAA850 FXN act: 2.6; DAX1 inh-2: 0.4; PLCg1 inh: -3; ssDAF12 agonist: -1.2; PLCb3 inh: -10

How did Cc1cc(Cl)c(C)c(S(=O)(=O)Oc2ccccc2NC(=O)CCC(=O)O)c1Cl do in these assays?
DAX1 inh-1: 0.4; hcDAF12 agonist: -0.5; ADAM10 inh: -4; ADAM17 inh: -1; sPLA2-III inh: 5; hgDAF12 agonist: 0.6; GAA850 FXN act: 2.6; DAX1 inh-2: -0.2; PLCg1 inh: -2; ssDAF12 agonist: -1.4; PLCb3 inh: -8

Results for CC1(C(=O)N(c2ccccc2)C(C(=O)NC2CCCC2)c2ccccn2)CC(=O)N=C2C=CC=CN21 (centres undefined) ?
DAX1 inh-1: -0.6; hcDAF12 agonist: -0.3; ADAM10 inh: inactive; ADAM17 inh: inactive; sPLA2-III inh: 7; hgDAF12 agonist: -0.6; GAA850 FXN act: -1.3; DAX1 inh-2: 0.8; PLCg1 inh: -246; ssDAF12 agonist: -0.3; PLCb3 inh: -304

What do the screens show for `O=C(CSc1ccc(Cl)cc1)N1CCN(c2ccc([N+](=O)[O-])cc2Cl)CC1`?
DAX1 inh-1: -0.6; hcDAF12 agonist: -1.6; ADAM10 inh: 10; ADAM17 inh: 1; sPLA2-III inh: 5; hgDAF12 agonist: -3.1; GAA850 FXN act: -0.6; DAX1 inh-2: -0.4; PLCg1 inh: 0; ssDAF12 agonist: -1.3; PLCb3 inh: -2

Results for CCOc1ccc(NC(=O)CN(C)C(=O)CCCc2c[nH]c3ccccc23)cc1OCC ?
DAX1 inh-1: -1.4; hcDAF12 agonist: -0.7; ADAM10 inh: -4; ADAM17 inh: 1; sPLA2-III inh: -51; hgDAF12 agonist: 0.3; GAA850 FXN act: -1.3; DAX1 inh-2: 0.5; PLCg1 inh: 2; ssDAF12 agonist: -1.0; PLCb3 inh: -6

What do the screens show for `O=C(COc1cccc(Cl)c1)Nc1ccccc1N1CCCCC1`?
DAX1 inh-1: -0.2; hcDAF12 agonist: 3.8; ADAM10 inh: -19; ADAM17 inh: -3; sPLA2-III inh: 3; hgDAF12 agonist: 2.9; GAA850 FXN act: 2.5; DAX1 inh-2: -0.5; PLCg1 inh: -2; ssDAF12 agonist: 0.8; PLCb3 inh: -9

Results for COc1ccc(CCNC(=O)/C=C/c2ccco2)cc1 ?
DAX1 inh-1: -0.1; hcDAF12 agonist: -1.1; ADAM10 inh: 0; ADAM17 inh: 1; sPLA2-III inh: -1; hgDAF12 agonist: -2.2; GAA850 FXN act: 2.1; DAX1 inh-2: 0.3; PLCg1 inh: 1; ssDAF12 agonist: -0.3; PLCb3 inh: -6

Next section (2 carried over from the part before).
What do the screens show for `O=C(COc1cccc(Cl)c1)Nc1ccccc1N1CCCCC1`?
DAX1 inh-1: -0.2; hcDAF12 agonist: 3.8; ADAM10 inh: -19; ADAM17 inh: -3; sPLA2-III inh: 3; hgDAF12 agonist: 2.9; GAA850 FXN act: 2.5; DAX1 inh-2: -0.5; PLCg1 inh: -2; ssDAF12 agonist: 0.8; PLCb3 inh: -9

Results for COc1ccc(CCNC(=O)/C=C/c2ccco2)cc1 ?
DAX1 inh-1: -0.1; hcDAF12 agonist: -1.1; ADAM10 inh: 0; ADAM17 inh: 1; sPLA2-III inh: -1; hgDAF12 agonist: -2.2; GAA850 FXN act: 2.1; DAX1 inh-2: 0.3; PLCg1 inh: 1; ssDAF12 agonist: -0.3; PLCb3 inh: -6

How did O=C(OCC(=O)C12CC3CC(CC(C3)C1)C2)c1ccc(O)cc1 do in these assays?
DAX1 inh-1: 1.0; hcDAF12 agonist: -0.8; ADAM10 inh: -2; ADAM17 inh: 1; sPLA2-III inh: -21; hgDAF12 agonist: 3.7; GAA850 FXN act: 4.6; DAX1 inh-2: 0.1; PLCg1 inh: -3; ssDAF12 agonist: -1.1; PLCb3 inh: -7

What do the screens show for `Cc1ccc(C(=O)/C=C/c2c(C)nn(-c3ccccc3)c2Cl)cc1`?
DAX1 inh-1: -0.6; hcDAF12 agonist: -2.2; ADAM10 inh: 6; ADAM17 inh: -3; sPLA2-III inh: 2; hgDAF12 agonist: 3.4; GAA850 FXN act: -0.1; DAX1 inh-2: 0.9; PLCg1 inh: -4; ssDAF12 agonist: -1.2; PLCb3 inh: -10

How did COc1ccc(-c2coc3c(C(=O)NCc4ccccc4)cccc23)c(C)c1 do in these assays?
hcDAF12 agonist: -3.2; ADAM10 inh: 3; ADAM17 inh: 4; sPLA2-III inh: -6; hgDAF12 agonist: -3.3; GAA850 FXN act: 1.1; DAX1 inh-2: -2.0; PLCg1 inh: 1; ssDAF12 agonist: -1.3; PLCb3 inh: 2

Results for Cc1csc(=O)n1CCC(=O)OCC(=O)c1c(N)n(CC(C)C)c(=O)n(C)c1=O ?
DAX1 inh-1: -0.9; hcDAF12 agonist: -0.3; ADAM10 inh: -2; ADAM17 inh: -2; sPLA2-III inh: -6; hgDAF12 agonist: -0.8; GAA850 FXN act: 1.0; DAX1 inh-2: -2.4; PLCg1 inh: -4; ssDAF12 agonist: -1.3; PLCb3 inh: -4

Results for COc1ccc(COC(=O)c2ccc(Cl)c(S(=O)(=O)N3CCOCC3)c2)cc1F ?
DAX1 inh-1: 0.5; hcDAF12 agonist: -2.5; ADAM10 inh: 8; ADAM17 inh: 5; sPLA2-III inh: -4; hgDAF12 agonist: 1.0; GAA850 FXN act: 1.1; DAX1 inh-2: -2.8; PLCg1 inh: 4; ssDAF12 agonist: -1.4; PLCb3 inh: -3
